From PubChem BioAssay
HCMV antiviral: human cytomegalovirus inhibition | activity change, negative = inhibition, % at 57.5 µM | 410,000 tested, 4.5% active | HFF cells, HCMV-luciferase reporter, 72 h; active compounds read low; in the data active means activity change below about -60%; inconclusive means no clear call, values can overlap the other calls; inactive means above about -39%
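After 16 h attachment at 37C, HFF cells received test compound and HCMV-luciferase (1 PFU/cell); reporter luminescence read 72 h later, data normalized against buffer-only and known inhibitor Salinomycin.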
AmpC no deterg: AmpC beta-lactamase inhibition without detergent; P00811; AmpC nitrocefin hydrolysis, absorbance 480 nm, 0.0001% Triton; 330,000 tested, 0.52% active; Potency, µM (doses to about 57.1 µM), inactives show at the top dose activity change, negative = inhibition, usual class: inhibitors;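 further: potency means the concentration at half of the fitted maximal effect; plate controls were no compound for no effect and no enzyme for full effect; nearly all actives have a fitted effect of over 20% in size; some results filed as inactive show a strong effect at the top dose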
Target sequence (P00811 whole entry, looked up): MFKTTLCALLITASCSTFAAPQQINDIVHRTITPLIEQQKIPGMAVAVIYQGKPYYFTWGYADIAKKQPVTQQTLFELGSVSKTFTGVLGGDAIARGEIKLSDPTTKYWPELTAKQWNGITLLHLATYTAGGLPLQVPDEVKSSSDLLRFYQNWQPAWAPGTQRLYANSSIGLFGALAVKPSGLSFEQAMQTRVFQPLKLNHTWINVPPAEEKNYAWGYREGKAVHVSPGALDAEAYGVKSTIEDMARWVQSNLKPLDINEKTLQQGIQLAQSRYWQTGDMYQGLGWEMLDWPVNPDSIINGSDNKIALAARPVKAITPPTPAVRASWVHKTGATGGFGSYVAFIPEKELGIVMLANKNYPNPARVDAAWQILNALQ
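20 mM phosphate pH 7.0 + 0.01% (detergent screen) or 0.0001% Triton X-100; 5.3 nM AmpC reagent; cpd preinc 15 min RT; nitrocefin (800 uM stock) to start; A480 q20 s × 4 min; Activity was normalised to no-enzyme and no-compound control wells.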
AMA1 RON2 block: disrupts binding of P. falciparum AMA1 to RON2; Potency, µM (doses to about 58.2 µM), for the others: at the highest dose activity change, negative = inhibition, actives largely listed as inhibitors; 360,000 tested, 0.2% active; AlphaScreen AMA1-biotinylated RON2 peptide binding; AID 720542;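 further: potency means the concentration at half of the fitted maximal effect; 0% = vehicle wells and -100% = peptide control; nearly all actives have a fitted effect of over 45% in size; some results filed as inactive show a strong effect at the top dose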
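AMA1 (3D7) with his tag at 25 nM final met compounds first, then biotinylated RON2 peptide at 25 nM; detection used donor plus acceptor beads, 10 µg/mL apiece, read by AlphaScreen after 30 min at room temperature.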
FBPA Giardia inh: blocks Giardia fructose-bisphosphate aldolase activity | A8B2U2 | purified Giardia FBPA | Potency, µM (top dose mostly 59.6 µM), for inactives: at the top dose activity, negative = inhibition, hits mostly inhibitors | 290,000 tested, 0.71% active | AID 2451; further: potency means the concentration at half of the fitted maximal effect; nearly all actives have a fitted effect of over 55% in size
Target sequence (A8B2U2 whole entry, looked up): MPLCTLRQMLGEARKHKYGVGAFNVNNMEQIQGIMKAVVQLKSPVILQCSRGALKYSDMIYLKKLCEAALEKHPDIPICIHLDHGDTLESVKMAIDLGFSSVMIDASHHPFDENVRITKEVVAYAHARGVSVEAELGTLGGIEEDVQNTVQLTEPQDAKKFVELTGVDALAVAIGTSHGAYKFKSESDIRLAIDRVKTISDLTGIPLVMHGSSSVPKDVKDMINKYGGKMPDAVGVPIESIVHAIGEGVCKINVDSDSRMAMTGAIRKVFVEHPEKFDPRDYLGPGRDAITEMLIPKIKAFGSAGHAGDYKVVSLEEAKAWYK
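40 nM FBPA preincubated 10 min at RT with compound (up to 57.5 uM final), then substrate plus GAPDH/TPI/NAD/arsenate coupling and diaphorase/resazurin added. Fluorescence read after 20 min at RT, 525/598 nm.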
AmpC detergent: inhibitors of E. coli AmpC beta-lactamase with detergent. 370,000 tested, 0.041% active. Potency, µM (titrated, usually from 114 µM), without a hit: at the top dose activity change, negative = inhibition, actives largely listed as inhibitors. P00811. AmpC hydrolysis of nitrocefin, absorbance 480 nm, 0.01% Triton;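 further: potency means the concentration at half of the fitted maximal effect; 0% = no-compound wells and -100% = no-enzyme wells; nearly all actives have a fitted effect of over 25% in size; some results filed as inactive show a strong effect at the top dose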
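20 mM phosphate pH 7.0 + 0.01% (detergent screen) or 0.0001% Triton X-100; 5.3 nM AmpC reagent; cpd preinc 15 min RT; nitrocefin (800 uM stock) to start; A480 q20 s × 4 min; Activity was normalised to no-enzyme and no-compound control wells.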
Sm TGR block: inhibitors of Schistosoma mansoni thioredoxin glutathione reductase | Potency, µM (highest dose often 114 µM), inactives show at the highest dose activity change, negative = inhibition, hits mostly inhibitors | AID 485364 | 360,000 tested, 3% active | Q962Y6 | purified TGR, DTNB reduction, TNB absorbance 405 nm; further: potency means the concentration at half of the fitted maximal effect; nearly all actives have a fitted effect of over 60% in size
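TGR 20 nM + NADPH 100 uM (dispensed conc.), cpd preinc 15 min RT; start with NADPH (500 uM addition) then DTNB (15 mM addition). Kinetic TNB absorbance, 405 nm filter. Four-parameter Hill fit across titration.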
* marks the source's active call; other numbers are inactive results; ? = inconclusive; . = no result given; [ ] = another dose, or the depositor's remark. Unless noted, the call rests on the fitted dose curve; in most records, active means well fitted curve in the direction sought with a large enough effect; inconclusive means small, poorly fitted or top-dose-only effect, or another doubt; inactive means no such curve, though single readings can be large; an effect the other way counts as inactive or inconclusive. Unless noted, on the % scale 0 is the no-effect control and ±100 the full control effect.

no.	compound	AMA1 RON2 block	HCMV antiviral	AmpC no deterg
1	CC(C)C(O)(C#CCN1CCCCC1)c1ccccc1 (centres undefined)	2%	-3	-1%
2	O=C1CCCc2cc(S(=O)(=O)NCC3CCC(C(=O)NCc4ccccc4Cl)CC3)ccc2N1 (centres undefined)	.	38	.
3	O=C(CNC(=O)c1ccccc1Br)N/N=C/c1ccccc1O	95%[activator]	20	-14%
4	COc1ccccc1C1=NOC(Cn2c(NCCOCCO)nc3c2c(=O)n(C)c(=O)n3C)C1 (centres undefined)	-4%	-29	-4%
5	COc1nc2ccccc2c(=O)n1OCC(C)C	7%	5	2%
6	CSc1cccc(NC(=O)CC(c2cccs2)N2Cc3ccccc3C2=O)c1 (centres undefined)	.	-9	.
7	CC(C)Cc1nc(SCC(=O)Nc2ccc(S(N)(=O)=O)cc2)n[nH]1	-1%	8	-14%
8	COc1ccccc1C(CC(=O)Nc1ccccc1C)c1ccc(OC(C)C)cc1 (centres undefined)	-3%	-16	-27%
9	CCO[C@H]1OC(C(=O)NCc2nc3ccccc3[nH]2)=C[C@@H](c2csc3ccccc23)[C@@H]1CCCO	20%	33	107%[activator]
10	CON(C)C(=O)CC1(CN(Cc2ccccc2)C(=O)OC(C)(C)C)CCCCC1	-3%	-19	180%[activator]
11	Oc1[nH]c2ccccc2c1N=Nc1ccccc1F	1%	207	-48%
12	CC(C)N(C(=S)NCc1ccccc1)c1ccccc1	-2%	-36	-12%

no.	AmpC detergent	Sm TGR block	FBPA Giardia inh
1	?	-3%	-6%
2	-6%	2%	.
3	-3%	12%	14%
4	1%	0%	4%
5	9%	6%	3%
6	17%	27%	.
7	-12%	5%	6%
8	-9%	0%	-4%
9	4%	6%	-12%
10	.	.	.
11	-10%	0%	0%
12	-14%	-1%	-8%

More structures follow.
no.	compound	AMA1 RON2 block	HCMV antiviral	AmpC no deterg
13	Cc1cccc(NC(=O)c2ccc(NS(=O)(=O)c3c(C)noc3C)cc2)c1	-14%	14	-29%
14	O=C(CCCc1c[nH]c2ccccc12)N[C@@H](Cc1c[nH]c2ccccc12)C(=O)O	12%	19	-13%
15	CN(C)S(=O)(=O)c1cccc(C(=O)NCC2(N3CCOCC3)CCCCC2)c1	-3%	17	-15%
16	CCOC(=O)c1cc(NC(=O)CCC(=O)O)ccc1N1CCCCC1	-1%	?	-5%
17	Cc1cc(N2CCN(c3nnnn3-c3ccccc3)CC2)n2ncnc2n1	4%	-32	0%
18	CCc1ccc(OCCNC(=O)c2ccccc2SCc2ccc(F)cc2)cc1	-5%	?	-17%
19	COCc1c(C#N)c(NCCc2ccc(F)cc2)nc(C)c1[N+](=O)[O-]	-9%	-27	-20%
20	COCCCn1c(=O)/c(=C\c2cccc(OC)c2OC)s/c1=C(/C#N)C(=O)Nc1ccc(C(=O)O)cc1	-22%	-26	-4%
21	COCCCNc1ncnc2ccc(C)cc12	35%[activator]	-63*	-20%
22	COc1ccccc1Nc1nc(C)nc2c1oc1ccccc12	-13%	-30	3%
23	O=C(N/N=C/c1ccccn1)c1[nH]c2ccc([N+](=O)[O-])cc2c1-c1ccccc1	-5%	-13	-41%
24	Cc1ccc(S(=O)(=O)N2CCC(=O)N([C@H](COCc3ccccc3)Cc3ccccc3)CC2)cc1	3%	-10	.

no.	AmpC detergent	Sm TGR block	FBPA Giardia inh
13	0%	6%	18%
14	-9%	1%	6%
15	3%	5%	4%
16	7%	6%	3%
17	?	0%	4%
18	4%	17%	-3%
19	-8%	1%	-5%
20	-4%	-6%	-10%
21	?	-20%	0%
22	-8%	-7%	-19%
23	8%	.	-21%
24	.	.	-4%

Part of the list above, showing only AmpC no deterg.
| No. | Structure | AmpC no deterg |
| --- | --- | --- |
| 17 | Cc1cc(N2CCN(c3nnnn3-c3ccccc3)CC2)n2ncnc2n1 | 0% |
| 18 | CCc1ccc(OCCNC(=O)c2ccccc2SCc2ccc(F)cc2)cc1 | -17% |

New compounds follow.
no.	compound	AMA1 RON2 block	HCMV antiviral	AmpC no deterg
25	COc1cc(/C=C/C(=O)OCC(=O)Nc2ccccc2Sc2ccc(Cl)cc2)ccc1O	-4%	-21	-19%
26	C[C@]12c3[nH]c4cc(-c5ccco5)ccc4c3CCN1C(=O)[C@@H](CC(=O)NCCN1CCOCC1)C[C@@H]2C(=O)N1CCOCC1	-5%	11	240%[activator]
27	Cc1noc(C)c1CS(=O)(=O)c1ccc(Br)cc1	-2%	21	-12%
28	CN1CCN(C(=O)C(N)Cc2ccccc2)CC1 (centres undefined)	26%	-37	-8%[11.4 µM]
29	O=C(CN1C(=O)NC2(CCc3ccccc3C2)C1=O)NCc1ccco1 (centres undefined)	7%	6	-17%
30	O=C1NC(=O)N(CCC2=CCCCC2)C(=O)/C1=C/c1ccc(O)cc1	0%	-29	-31%
31	O=C(NCC(c1cccs1)N1CCOCC1)c1ccco1 (centres undefined)	3%	12	-2%
32	COc1ccc(F)cc1C1=CC(=O)C[C@H](c2ccc3c(c2)OCO3)C1	-20%	-30	-17%
33	C=CCn1c(C)cc(C(=O)CSc2n[nH]c(N)n2)c1C	-19%	106	-15%
34	COc1ccc(NC(=O)Cn2nnc(C(N)=O)c2N)c(OC)c1	11%	-30	-13%
35	CCOC(=O)c1cc(-c2ccc(F)cc2)n(CCC(=O)NC2CCN(Cc3ccccc3)CC2)c1C	-10%	-20	218%[activator]
36	COc1ccc(Br)cc1CNC(=O)c1cc(=O)[nH]c2ccc(S(=O)(=O)N3CCCCC3)cc12	.	1	.

no.	AmpC detergent	Sm TGR block	FBPA Giardia inh
25	-11%	-2%	-8%
26	.	.	.
27	-6%	?	0%
28	-6%	-18%	0%
29	5%	1%	4%
30	-7%	?	-7%
31	3%	1%	5%
32	-5%	-1%	.
33	?	-36%	-8%
34	-4%	14%	2%
35	1%	3%	0%
36	-2%	2%	.

Reprinted from the listing (4 entries):
no.	compound	AMA1 RON2 block	HCMV antiviral	AmpC no deterg
25	COc1cc(/C=C/C(=O)OCC(=O)Nc2ccccc2Sc2ccc(Cl)cc2)ccc1O	-4%	-21	-19%
26	C[C@]12c3[nH]c4cc(-c5ccco5)ccc4c3CCN1C(=O)[C@@H](CC(=O)NCCN1CCOCC1)C[C@@H]2C(=O)N1CCOCC1	-5%	11	240%[activator]
27	Cc1noc(C)c1CS(=O)(=O)c1ccc(Br)cc1	-2%	21	-12%
28	CN1CCN(C(=O)C(N)Cc2ccccc2)CC1 (centres undefined)	26%	-37	-8%[11.4 µM]

no.	AmpC detergent	Sm TGR block	FBPA Giardia inh
25	-11%	-2%	-8%
26	.	.	.
27	-6%	?	0%
28	-6%	-18%	0%

Additional compounds follow.
no.	compound	AMA1 RON2 block	HCMV antiviral	AmpC no deterg
37	Cc1cc(Cl)ccc1OCCCC(=O)NCc1ccncc1	0%	32	15%
38	O=c1cc(-c2ccc(O)c(O)c2)oc2cc(O)c(C3OC(CO)C(O)C(O)C3O)c(O)c12 (centres undefined)	?	35	-8%
39	CCC(CO)Oc1cc(NCc2ccccc2OC)c2ncn(C(C)C)c2c1 (centres undefined)	-2%	-16	115%[activator]
40	Cc1ccc(C(NC(=O)N2CCOCC2)C(Cl)(Cl)Cl)cc1F (centres undefined)	-1%	-6	-18%
41	N#Cc1cc([N+](=O)[O-])ccc1NC(=O)COC(=O)CN1C(=O)C2CCCCC2C1=O (centres undefined)	2%	28	-9%
42	CCOC(=O)c1ccc(NS(=O)(=O)c2ccc3[nH]c4c(c3c2)CCCCC4)cc1	.	-14	.
43	COc1ccc(C(=O)COc2ccc(C)cc2NC(C)=O)cc1	0%	-2	-2%
44	Cc1sc2nc(CC(N)=O)[nH]c(=O)c2c1-c1ccccc1	-1%	.	-8%
45	O=C(Nc1ccccc1Cc1ccccc1)c1ccccc1NS(=O)(=O)c1ccc(Cl)s1	-12%	-104*	-38%
46	CC(=O)N/C(=C/c1ccccc1)C(=O)NC(Cc1ccccc1)C(=O)O (centres undefined)	-18%	20	-8%
47	Cc1noc(C)c1CSCC(=O)N(C)CC(=O)Nc1cccc(F)c1	53%[activator]	-11	-1%
48	CC1CCN(C(c2ccc(N(C)C)cc2)c2nnnn2Cc2ccc(F)cc2)CC1 (centres undefined)	-3%	-25	-21%

no.	AmpC detergent	Sm TGR block	FBPA Giardia inh
37	-3%	3%	4%
38	10%	?	?
39	.	.	.
40	-6%	1%	8%
41	.	.	.
42	9%	-1%	.
43	-2%	22%	-1%
44	1%	5%	-4%
45	?	-8%	2%
46	2%	4%	5%
47	-4%	-25%	.
48	-1%	0%	-16%

More entries.
no.	compound	AMA1 RON2 block	HCMV antiviral	AmpC no deterg
49	O=C(NC(=S)Nc1cccc(NC(=O)c2ccc(Cl)cc2Cl)c1)c1cccs1	25%	?	-17%
50	Cc1ccc(NCN2C(=O)C3C4C=CC(C4)C3C2=O)cc1 (centres undefined)	22%	-35	-22%
51	CC(C)(C)c1cc(NC(=O)CSc2nnc(N)s2)n(-c2ccccc2)n1	68%[activator]	-15	-25%
52	CCOC(=O)c1coc(CNC(=O)c2c(C)oc3c2CCCC3)c1	3%	-26	-9%
53	Cc1ccc(C(C)C)c(OCC(=O)Nc2ccc(S(=O)(=O)Nc3onc(C)c3C)cc2)c1	.	28	.
54	Cn1ncc2c(NCc3cccc(C(F)(F)F)c3)c(C(=O)O)cnc21	.	3	-12%
55	Cc1ccc(/C=C2/NC(=O)N(Cc3ccccc3F)C2=O)s1	19%	25	-27%
56	c1ccc(-c2cn3c(n2)-c2ccccc2C3)cc1	-2%	14	-19%
57	Cc1ccc(S(=O)(=O)c2[nH]c(-c3ccccc3)nc2SCC(N)=O)cc1	.	-7	.
58	COc1cccc(CCNC(=O)C2CCC(=O)N(C3CC3)C2)c1OC (centres undefined)	-2%	-1	-18%
59	Cc1nc2ccc(S(=O)(=O)NC(C(=O)NC3CCCC3)C(C)C)cc2s1 (centres undefined)	15%	-10	-4%
60	O=C1NC2(CCCCC2)C(=O)N1CCS(=O)(=O)Oc1ccccc1	-4%	-19	-6%
61	CC(/C=N/NC(=O)Cc1cc(=O)[nH][nH]1)=C\c1ccccc1	88%[activator]	-11	-41%
62	O=C(CC1C(=O)NCCN1Cc1ccc(-c2ccccc2)cc1)NC1CCC1 (centres undefined)	6%	66	120%[activator]
63	CCCCNC(=S)N(C)/N=C/c1c(C)[nH]c2ccccc12	-3%	58	-39%

no.	AmpC detergent	Sm TGR block	FBPA Giardia inh
49	-14%	-2%	-6%
50	-15%	0%	0%
51	0%	-22%	-4%
52	-14%	-17%	-9%
53	-2%	-4%	.
54	3%	4%	0%
55	5%	-7%	5%
56	-11%	-1%	-14%
57	2%	-13%	.
58	?	2%	-1%
59	-10%	-11%	-1%
60	-5%	-6%	4%
61	1%	-1%	2%
62	-7%	?	-11%
63	-1%	2%	-21%
